Cycloheximide cs – Cycloheximide Counterscreen for Small Molecule Inhibitors of Shiga Toxin | cell reporter, cycloheximide protein synthesis inhibition counterscreen | max response, % | hit rate 12% among 300,000 | AID 2314, 2010; in the data active means max response mostly above about 13%, no sharp cut-off; inactive means mostly below about 14%; further: read at 38.3 µM for the half of the compounds with a filed dose; 0% is about no effect
Shiga toxin inh – A qHTS for Small Molecule Inhibitors of Shiga Toxin. Vero cells, Shiga toxin protein synthesis inhibition reporter. inhibition, % at 38.7 µM. hit rate 9.2% among 290,000. AID 2315, 2010; in the data active means inhibition mostly above about 28%, no sharp cut-off; inactive means mostly below about 43%; further: 0% is about no effect
Pf growth 48h – Primary qHTS for delayed death inhibitors of the malarial parasite plastid, 48 hour incubation; P. falciparum luciferase growth in erythrocytes, 48 h; Potency, µM (highest dose often 28.7 µM), inactives show top-dose activity change, negative = inhibition, most hits filed as inhibitors; hit rate 5.9% among 310,000; AID 504832, 2011; further: potency means the concentration at half of the fitted maximal effect; on the % scale 0 is the no-effect control and ±100 the full control effect
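In quantitative HTS format, infected erythrocytes bearing luciferase-reporter parasites were treated for a single generation at 37 C. Luminescence after adding detection reagent served as the growth measure.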
HCV inh – qHTS Assay for Inhibitors of Hepatitis C Virus (HCV); Huh7.5.1 HCVcc-Cre infection, luciferase reporter, 44 h; Potency, µM (doses to about 41.8 µM), for inactives: at the top dose activity change, negative = inhibition, most hits filed as inhibitors; hit rate 3.4% among 340,000; AID 651820, 2012; further: potency means the concentration at half of the fitted maximal effect; on the % scale 0 is the no-effect control and ±100 the full control effect
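Infectious HCVcc-Cre (~0.5 moi) was added to cells just after compound, with cells seeded 4 h earlier at 1,000 per well. Luciferase activity after 44 h culture reported infection; substrate was incubated 15 min at room temperature before reading.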
Pf growth 96h – Primary qHTS for delayed death inhibitors of the malarial parasite plastid, 96 hour incubation; P. falciparum luciferase reporter growth, 96 h; Potency, µM (series often up to 28.7 µM), for inactives: at the highest dose activity change, negative = inhibition, actives largely listed as inhibitors; hit rate 6.9% among 320,000; AID 504834, 2011; further: potency means the concentration at half of the fitted maximal effect; on the % scale 0 is the no-effect control and ±100 the full control effect
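Parasite growth measured via integrated firefly luciferase reporter in P. falciparum. Infected erythrocytes at 2% hematocrit, 0.05% parasitemia final were treated 96 hours at 37 C under 5% CO2, and luminescence was read.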
FBPA Giardia inh – qHTS Assay for Inhibitors of Fructose-1,6-bisphosphate Aldolase from Giardia Lamblia; A8B2U2; hit rate 0.71% among 290,000; Potency, µM (highest dose often 59.6 µM), for inactives: top-dose activity, negative = inhibition, most hits filed as inhibitors; purified Giardia FBPA; further: potency means the concentration at half of the fitted maximal effect; on the % scale 0 is the no-effect control and ±100 the full control effect; nearly all actives have a fitted effect of over 55% in size
Target sequence (A8B2U2 whole entry, looked up): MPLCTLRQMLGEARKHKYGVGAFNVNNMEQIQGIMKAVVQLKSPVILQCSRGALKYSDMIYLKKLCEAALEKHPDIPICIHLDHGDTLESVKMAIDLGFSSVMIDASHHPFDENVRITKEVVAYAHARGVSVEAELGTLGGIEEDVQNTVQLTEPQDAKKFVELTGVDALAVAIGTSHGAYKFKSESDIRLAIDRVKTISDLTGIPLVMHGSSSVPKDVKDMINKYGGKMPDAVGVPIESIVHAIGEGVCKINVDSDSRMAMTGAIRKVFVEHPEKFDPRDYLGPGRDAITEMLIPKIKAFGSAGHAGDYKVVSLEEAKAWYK
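Giardia FBPA (40 nM reagent) was preincubated 10 min at RT with compound (up to 57.5 uM final), then substrate plus GAPDH/TPI/NAD/arsenate coupling system with diaphorase/resazurin was added; resorufin fluorescence (525/598 nm) was read after 20 min.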
Starred values were filed as active, the others as inactive; ? = inconclusive; / = no result given; & = joins results of further samples; [ ] = dose if it differs, or a comment. Unless noted, the call rests on the fitted dose curve; in most records, active means well fitted curve in the direction sought with a large enough effect; inconclusive means small, poorly fitted or top-dose-only effect, or another doubt; inactive means no such curve, though single readings can be large; an effect the other way counts as inactive or inconclusive.

SMILES	Cycloheximide cs	Shiga toxin inh	Pf growth 48h	HCV inh	Pf growth 96h	FBPA Giardia inh
Brc1ccc(Oc2ccc(Br)cc2Br)c(Br)c1	/	/	22%	-8%	-9%	/
O=c1c2ccccc2c(=O)n(Cc2ccccc2)n1Cc1ccccc1	1	-1	-11%	1%	?	14%
CC(CCc1ccccc1)NC(=O)/C=C/c1ccc(F)cc1 (configuration not stated)	4	23	-14%	/	?	-5%
Cc1ccc(S(=O)(=O)N2[C@@H](c3ccccc3F)C(C(=O)O)=CC[C@H]2c2ccc(C(C)C)cc2)cc1	/	/	-21%	12%	?	/
C=CCn1c(CSc2nc3ccccc3s2)n[nH]c1=S	31	55	-13%	4%	0%	11%
O=C1COc2ccc(C(=O)COC(=O)c3sc4ccccc4c3Cl)cc2N1	-1	-14	8%	3%	20%	0%
COc1ccccc1C(=O)Nc1ccnn1C1CCN(Cc2cn(C)c3ccccc23)CC1	-8	-8	?	?	-17%	6%
O=C(O)C1C2C=CC(C2)C1C(=O)NCc1ccc(Cl)c(Cl)c1 (configuration not stated)	1	-11	-10%	1%	6%	7%
N#Cc1cn(CCOC(=O)c2cccc(C(F)(F)F)c2)c(=O)[nH]c1=O	7	9	5%	0%	6%	-6%
COc1cc(Br)cc(CN2CCN(c3ncccn3)CC2)c1O	1	-9	?	7%	-26%	?
COc1ccc(NC(=O)COC(=O)c2ccc(OCc3ccc(Cl)cc3Cl)c(OC)c2)c(OC)c1	-1	7	1%	-4%	-16%	11%
O=C(O)c1cc2ncc(CCO)cn2n1	-1	-2	20%	10%	-17%	16µM*
COc1cc(O)c(C(=O)O)c(-c2cc(O)c(O)cc2C)c1	3	8	36%[activator]	4%	?	16%
COc1cc(OC)cc(-c2cc3nc(C)c(CCC(=O)Nc4nc(C)cs4)c(C)n3n2)c1	-4	-17	-16%	-8%	?	-6%
CN(C(=O)CC1C(=O)NCCN1Cc1ccc(F)cc1)C1CCOCC1 (configuration not stated)	-1	5	33%[activator]	15%	55%[activator]	-10%
O=C(c1ccc2ncsc2c1)N1CCN(c2nc3ccccc3s2)CC1	-3	-10	-15%	5.6µM*	0%	/
CCC(c1nnc(SCC(=O)Nc2c(F)cccc2F)n1Cc1ccccc1)N(C)C (configuration not stated)	8	-17	?	19%	?	/
CCC(=O)n1nc(-c2ccc(OC)cc2)nc1NCc1cccs1	-4	5	44%[activator]	?	-27%	-7%
O=C(CCC(=O)c1cccs1)Nc1nnc(C2CC2)s1	17*	4	-12%	3%	/	1%
Brc1ccc(CSc2nccn2-c2ccccc2)cc1	2	29	0%	-3%	?	-5%
CC(=O)Nc1ccc(S(=O)(=O)Nc2ccccc2C(=O)NCc2cccnc2)cc1	-6	4	1%	-23%	-17%	-15%
COC(=O)c1cc(S(=O)(=O)NCc2cccs2)c[nH]1	10	-5	3%	3%	12µM*	0%
COc1cc(CNS(=O)(=O)CCl)cc(OC)c1OC	/	/	32%[activator]	-2%	39%[activator]	/
COc1ccc(NC(=O)CSCC(=O)N(C)Cc2ccc3c(c2)OCCO3)cc1	/	/	?	?	?	/
CC(C)C[C@H](NC(=O)N1CCn2c1nc1ccccc12)C(=O)NCCc1ccccc1	-5	-5	?	-1%	?	9%
CC(C)CC1=NC(C(F)(F)F)(C(F)(F)F)c2c(n(CC(C)C)c(=O)[nH]c2=O)N1	-3	0	-15%	21%	2%	9%
CCN(CC)c1ccc(/C=C/c2cccc[n+]2C)c(OC)c1	-2	-5	0.37µM*	0.89µM*	50%[activator]	-14%
COc1ccc(C(=O)/C=C/c2ccc(OC3CSC3)cc2)cc1	-2	3	-13%	4%	?	12%
CCOC(=O)N1CCC(NC(=O)C2CCCN(S(=O)(=O)c3cccc4nsnc34)C2)CC1 (configuration not stated)	-2	-6	6%	10%	?	9%
O=CC1=C(c2ccccc2)Oc2ccccc2O1	38*	94*	2%	-20%	?	14%
CC(=O)NC(CCS(C)(=O)=O)C(=O)Nc1ccc(F)cc1Cl (configuration not stated)	-2	-11	?	23%	0%	2%
O=C(CN(Cc1ccccc1)C(=O)CNS(=O)(=O)c1ccccc1)NCC1CCCO1 (configuration not stated)	4	-9	4%	4%	-9%	-2%
CCOc1cccc2sc(N(CCN(CC)CC)C(=O)c3cccc([N+](=O)[O-])c3)nc12	-10	-14	?	-11%	31%	-8%
COc1ccc(N2CCN(C3CCN(S(=O)(=O)c4ccc(F)cc4)CC3)CC2)cc1	-2	-2	-8%	4%	?	6%
O=C(COC(=O)CNC(=O)C1CCCCC1)NCc1ccccc1	/	/	24%	3%	24%	/
Cc1nn(-c2ccccc2)c(Cl)c1/C=N/NS(=O)(=O)c1ccc(Br)cc1	-3	15	3%	-21%	2%	-2%
CCN(Cc1ccc2c(c1)OCCO2)C(=O)CSc1nc(C)nc2sc(C)c(C)c12	/	/	?	?	-24%	/
CC(O)[C@H]1CN=C(N)N1CCc1cc(C(F)(F)F)cc(C(F)(F)F)c1 (some centres not stated)	-6	2	?	16%	59%[activator]	5%
Cc1cc(=O)[nH]c(N=N/C(=N/Nc2ccccc2C)c2ccccc2)n1	8	-14	-5%	?	/	-7%
CCNc1nnc(SCC(=O)NC2CCCCCC2)s1	/	/	0%	11%	2%	/
Cc1ccccc1N=Nc1ccc(O)c2ncccc12	-3	2	0.37µM*	?	?	-9%
CC1CC=CC2C1C(=O)N(Cc1ccccc1)C2c1ccc(/C=C/c2ccccc2)cc1F (configuration not stated)	8	20	/	/	/	-2%
CCOC(=O)c1c(C)[nH]c(C)c1C(=O)COC(=O)c1sccc1C	/	/	?	-4%	?	/
COc1ccc(NC(c2ccccc2F)P(=O)(Oc2ccccc2)Oc2ccccc2)cc1 (configuration not stated)	6	15	?	4%	?	-13%
Cc1ccc(NC(=O)CSc2ccccc2)cc1S(=O)(=O)N1CCOCC1	/	/	?	-3%	?	/
O=C(Nc1ccc(Cl)c([N+](=O)[O-])c1)c1ccc(NCCCN2CCOCC2)c([N+](=O)[O-])c1	7	-5	15µM*	2.2µM*	?	11%
CSc1ccc(CNCC2CCCO2)cc1 (configuration not stated)	-3	/	9%	10%	7%	-12%
CCN(C(=O)COC(=O)/C=C/c1c(C)nn(Cc2ccc(C)cc2)c1C)C1CCS(=O)(=O)C1 (configuration not stated)	-1	-8	3%	-17%	-30%	4%

Reprinted at random: five entries already listed, in no set order.
SMILES	Cycloheximide cs	Shiga toxin inh	Pf growth 48h	HCV inh	Pf growth 96h	FBPA Giardia inh
CCN(C(=O)COC(=O)/C=C/c1c(C)nn(Cc2ccc(C)cc2)c1C)C1CCS(=O)(=O)C1 (configuration not stated)	-1	-8	3%	-17%	-30%	4%
Cc1cc(=O)[nH]c(N=N/C(=N/Nc2ccccc2C)c2ccccc2)n1	8	-14	-5%	?	/	-7%
CSc1ccc(CNCC2CCCO2)cc1 (configuration not stated)	-3	/	9%	10%	7%	-12%
Cc1ccccc1N=Nc1ccc(O)c2ncccc12	-3	2	0.37µM*	?	?	-9%
O=C(Nc1ccc(Cl)c([N+](=O)[O-])c1)c1ccc(NCCCN2CCOCC2)c([N+](=O)[O-])c1	7	-5	15µM*	2.2µM*	?	11%

Among those listed so far, two have a nitro group on carbon.
SMILES	Cycloheximide cs	Shiga toxin inh	Pf growth 48h	HCV inh	Pf growth 96h	FBPA Giardia inh
CCOc1cccc2sc(N(CCN(CC)CC)C(=O)c3cccc([N+](=O)[O-])c3)nc12	-10	-14	?	-11%	31%	-8%
O=C(Nc1ccc(Cl)c([N+](=O)[O-])c1)c1ccc(NCCCN2CCOCC2)c([N+](=O)[O-])c1	7	-5	15µM*	2.2µM*	?	11%

Following part.
SMILES	Cycloheximide cs	Shiga toxin inh	Pf growth 48h	HCV inh	Pf growth 96h	FBPA Giardia inh
O=C(Oc1ccc(F)c(F)c1)c1ccc2c(=O)n3c(nc2c1)CCC3	/	/	11%	-8%	33%[activator]	/
CCCCCC(=O)N1CCCC(c2nc(-c3ccc(OC)cc3)no2)C1 (configuration not stated)	-1	7	15%	?	16%	0%
O=[N+]([O-])c1ccc2c(c1)C(N1CCOCC1)/C(=C/COc1ccc(Cl)cc1Cl)O2 (configuration not stated)	1	13	12µM*	?	?	0%
COc1ccc(/C=C2\OC(=S)N(C)C2=O)cc1	11*	23	8%	11%	?	-4%
Cc1cc(C(F)(F)F)n2ncc(-c3cccc(Br)c3)c2n1	14	-4	18%	8%	0%	8%
Cc1cc(OCC(=O)N[C@@H](Cc2ccccc2)c2nc3ccccc3[nH]2)ccc1Cl	-4	-10	-12%	1%	?	-16%
O=C(COC(=O)c1cccc(S(=O)(=O)N2CCOCC2)c1)Nc1ncc(Cl)cc1Cl	/	/	17%	9%	-15%	/
O=c1c2c3c(sc2nc2n1CCCS2)CCCC3	42*	52	57%[activator]	-20%	-26%	0%
O=C(Nc1ccc(C(=O)NC2CCCCC2)cc1)c1cncc(Br)c1	0	-13	-17%	-19%	-20%	-6%
CC1(C(=O)O)CCC(C(=O)Nc2ccc3ccccc3c2)C1(C)C (configuration not stated)	-2	28	2%	18%	/	0%
COc1cccc(C(=O)N2CCN(C3CCC(c4ccccc4)CC3)CC2)c1OC (configuration not stated)	-5	-7	?	?	?	-20%
Cc1noc(C)c1COc1cccc(C(=O)OCCOc2ccc(F)cc2)c1	26*	52*	?	-7%	13µM*	7%
CCCCCCCC(=O)NNC(=O)Cc1ccccc1	7	-2	26%	-1%	54%[activator]	6%
O=C1ON=C(c2ccccc2)/C1=C/c1ccc(O)c(O)c1	-4	-5	8%[0.00184 µM]	-7%	1%	4µM*
NC(N)=NC(=S)Nc1ccc(Cl)cc1	34*	39*	38%[activator]	-3%	36%[activator]	?
CCOC(=O)N1CCC(NC(=O)C(CC(C)C)NC(=O)C2CCCCC2)CC1 (configuration not stated)	-2	-7	0%	15%&4%	34%[activator]	0%
COc1ccccc1NC(=O)C(C)OC(=O)CC1CCCCC1 (configuration not stated)	/	/	13µM*	5%	?	/
O=C1N(c2ccccc2)C2CS(=O)(=O)CC2N1c1ccc(Cl)c(Cl)c1 (configuration not stated)	-2	14	22%	8%	3%	7%
CCN(CCCNC(=O)CCCCn1c(=O)[nH]c2ccccc2c1=O)c1ccccc1	-4	-20	?	?	108%[activator]	0%
COc1ccccc1-c1cn[nH]c1-c1ccc(O)cc1O	-1	9	?	?	?	-9%
COC(=O)Cn1c(-c2ccc(OC)cc2)c(-c2ccc(OC)cc2)nnc1=O	-4	/	14%	2%	1%	-5%
COC(=O)c1sccc1N(C)S(C)(=O)=O	-1	-12	10%	10%	15%	7%
CCOc1ccc(/C=N/N(C)c2ccccc2)cc1OC	25*	64*	/	?	-30%	-10%
CC(C)/C=N/Nc1nc(-c2ccc(Br)cc2)cs1	31*	54*	50%[activator]	-17%	0%	-15%
COc1cc(NC(=O)c2cc(S(=O)(=O)N3CCCCC3)c[nH]2)cc(OC)c1	6	8	?	-3%	?	-2%
CCn1c(=O)c([N+](=O)[O-])c(NCCc2ccccc2)c2ccccc21	4	-9	?	?	?	-4%
CC1(c2ccccc2Br)NC(=O)N(CC(=O)NC2CCCCC2)C1=O (configuration not stated)	/	/	?	14%	12µM*	/
CCOC(=O)c1cccc(NC(=O)CSc2nncn2-c2ccccn2)c1	-3	23	0%	7%	-5%	-4%
CCCc1nc2c(=O)[nH]c3ccccc3c2o1	22	-10	?	-5%	-6%	13%
CCc1c(O)nc2ccccn2c1=O	1	-9	11%	25%	?	0%
CC(C)CC1(C)NC(=O)N(CCN2C(=O)c3ccccc3C2=O)C1=O (configuration not stated)	-6	24	0%	18%	?	8%
COc1ccc(-c2c[n+]3c4n2CCCCC4=C(c2ccccc2)C3)cc1	-3	-5	?	-27%	6.6µM*	/

Source: PubChem (National Center for Advancing Translational Sciences (NCATS))
